Source: PubChem
rCAG RNA binder – molecules binding r(CAG) RNA repeats; r(CAG) RNA repeat, TO-PRO-1 dye displacement fluorescence; inhibition, % at 3 µM; 370,000 tested, 1.3% active;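 active means inhibition above the plate cutoff, the mean of all test compounds on that plate plus 3 SD, cut at about 35% in these data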;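 further: 0% = DMSO alone and 100% = 100 µM mitoxantrone as full dye displacement; higher means more dye released from RNA so lower well fluorescence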
ABHD4 inh – inhibitors of mouse ABHD4; 370,000 tested, 0.54% active; Q8VD66; purified mABHD4, FP-Rh probe fluorescence polarization; inhibition, % at 8.92 µM;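 active means inhibition exceeding the mean over every tested compound plus 3 SD, cut at about 30% in these data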;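 further: 0% = plate median of compound wells and 100% = S159A mutant with DMSO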
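Doses – 8.92 µM, single dose · Material – wild-type mouse ABHD4 protein · Replication – single well per compound (singlicate) · Measure – percent inhibition of probe binding, normalized to plate controls · Schedule – 45 min compound pre-incubation plus 60 min probe step, 25 °C · Detection – fluorescence polarization with parallel and perpendicular emission, 525/598 nm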
HTRA1 inhibitor – inhibitors of human serine peptidase HTRA1; AID 504803; Q92743; inhibition, % at 5.96 µM; 340,000 tested, 0.5% active; recombinant HTRA1, FP-rhodamine activity-based probe, fluorescence polarization; in the data active means inhibition above about 36%;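 further: 0% = enzyme with DMSO and 100% = wells lacking enzyme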
Target sequence (Q92743 whole entry, looked up): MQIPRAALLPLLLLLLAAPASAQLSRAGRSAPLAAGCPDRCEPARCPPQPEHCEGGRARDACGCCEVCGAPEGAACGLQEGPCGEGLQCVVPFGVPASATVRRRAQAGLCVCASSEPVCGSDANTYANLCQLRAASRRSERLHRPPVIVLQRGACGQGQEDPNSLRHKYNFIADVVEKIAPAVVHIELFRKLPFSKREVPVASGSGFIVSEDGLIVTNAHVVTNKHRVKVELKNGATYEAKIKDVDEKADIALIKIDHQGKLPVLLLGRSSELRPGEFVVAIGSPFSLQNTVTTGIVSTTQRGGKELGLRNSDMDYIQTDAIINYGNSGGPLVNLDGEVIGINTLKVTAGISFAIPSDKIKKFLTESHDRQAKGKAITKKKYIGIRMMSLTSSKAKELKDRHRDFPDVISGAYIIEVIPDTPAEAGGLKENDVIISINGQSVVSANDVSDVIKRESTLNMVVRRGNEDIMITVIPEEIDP
PRMT1 inh – PRMT1 (human) inhibition, primary screen. Q99873. recombinant PRMT1, activity-based probe fluorescence polarization. inhibition, % at 2.79 µM. 370,000 tested, 1.3% active;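 active means inhibition above about 21% made by adding two undisclosed values, limit read from the data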
TDP2 absorb – blocks human TDP2 phosphodiesterase activity | recombinant TDP2, T5PNP hydrolysis, p-nitrophenol absorbance 415 nm | inhibition, % at 12.8 µM | O95551 | 370,000 tested, 0.34% active;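 active means inhibition above the mean of all tested compounds plus 3 SD, set per campaign, cut at about 25% in these data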;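 further: 0% = DMSO with enzyme and 100% = buffer with substrate but no TDP2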
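System – recombinant human TDP2 · Quantity – TDP2 enzyme at 120 nM final · Doses – single concentration, 12.8 µM nominal, with 1% DMSO · Incubation – 2 h at 37 °C · Measured by – epi absorbance of p-nitrophenol freed from T5PNP by hydrolysis · Read-out – % inhibition relative to enzyme-containing and enzyme-free wells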
PG9 binder – PG9 antibody binding by small molecule; TR-FRET gp120-PG9 antibody binding; inhibition, % at 6.7 µM; 360,000 tested, 0.43% active; in the data active means inhibition above about 8.5%
NR1D1 modulator – modulates human Rev-erb alpha binding to DNA. 370,000 tested, 0.79% active. activity, % at 10 µM. Rev-erbα–FITC-DNA binding, fluorescence polarization, 90 min. P20393;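 active means activity above about 14%, limit read from the data; passing the limit was not always enough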;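 further: 0% = DMSO wells with 35 nM protein and 100% = DMSO wells with 750 nM protein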
TCR CD3 inh – human TCR-CD3 binding inhibition. TAMRA-labeled TCR probe fluorescence, biochemical. inhibition, % at 9.4 µM. 360,000 tested, 0.37% active. AID 651800; in the data active means inhibition above about 19%;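 further: recombinant mutant TCR 2C K166C tagged with TAMRA read by polarization; 0% = receptor in buffer alone and 100% = receptor with positive control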
LEDGF integ inh – blocks HIV-1 LEDGF/p75-dependent DNA integration | TR-FRET IN-LEDGF/p75 DNA integration, Eu/Cy5 | inhibition, % at 3.7 µM | 370,000 tested, 0.64% active;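 active means inhibition above the screen-wide mean plus 3 SD, cut at about 13% in these data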;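 further: signal is the Cy5 over europium emission ratio at 671 and 618 nm; 0% = plate median of compound wells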
SIAE inh – inhibitors of human sialic acid acetylesterase SIAE | SIAE FP-Rh probe binding, fluorescence polarization | inhibition, % at 9.66 µM | 370,000 tested, 0.69% active;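 active means inhibition above a cutoff: mean of compounds within the control limits plus 3 SD of those, cut at about 17% in these data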;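 further: 0% = plate median of compound wells and 100% = probe without SIAE protein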
Target sequence (Q9HAT2 whole entry, looked up): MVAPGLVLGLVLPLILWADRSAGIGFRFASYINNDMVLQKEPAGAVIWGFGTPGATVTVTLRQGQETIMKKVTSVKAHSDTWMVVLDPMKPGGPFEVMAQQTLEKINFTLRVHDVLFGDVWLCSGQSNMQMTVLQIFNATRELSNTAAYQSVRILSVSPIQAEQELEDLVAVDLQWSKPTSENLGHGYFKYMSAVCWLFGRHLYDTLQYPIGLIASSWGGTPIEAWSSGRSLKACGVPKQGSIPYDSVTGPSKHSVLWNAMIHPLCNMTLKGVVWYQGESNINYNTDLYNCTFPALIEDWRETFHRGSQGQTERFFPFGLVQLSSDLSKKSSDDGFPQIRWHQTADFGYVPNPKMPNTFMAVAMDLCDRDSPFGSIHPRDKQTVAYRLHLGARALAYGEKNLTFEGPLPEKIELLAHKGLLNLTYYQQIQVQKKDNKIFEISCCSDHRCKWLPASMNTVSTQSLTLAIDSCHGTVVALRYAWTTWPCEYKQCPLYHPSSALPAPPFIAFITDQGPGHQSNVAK
Active calls of the source: *. An excerpt; count on the stated rates, not on these rows.

Screening CN(C(=O)c1cc(S(=O)(=O)N2CCCCC2)c[nH]1)C1CCCCC1 returned rCAG RNA binder 0, ABHD4 inh 2, HTRA1 inhibitor -2, PRMT1 inh 3, TDP2 absorb 4, PG9 binder 0.0, NR1D1 modulator 6, TCR CD3 inh -3, LEDGF integ inh -3 and SIAE inh -3.
`CCCSc1ccc([C@@H]2[C@H]3C(=O)N(CC)C(=O)[C@H]3[C@]3(C(=O)OC)CCCCN23)cc1OC` gave rCAG RNA binder 0, ABHD4 inh -6, HTRA1 inhibitor -16, PRMT1 inh 1, TDP2 absorb -9, PG9 binder 0.9, NR1D1 modulator 4, TCR CD3 inh 1, LEDGF integ inh 2 and SIAE inh 2.
Cc1cc(NC(=O)C2CC2)ccc1NC(=O)c1cccs1 was read as rCAG RNA binder 0, ABHD4 inh 1, HTRA1 inhibitor -6, PRMT1 inh 0, TDP2 absorb -4, PG9 binder 1.4, NR1D1 modulator -5, TCR CD3 inh 10, LEDGF integ inh 2 and SIAE inh 0.
Screening Cc1cc(C(=O)COC(=O)CC2Sc3ccccc3NC2=O)c(C)n1-c1ccccc1 (stereo not given) returned rCAG RNA binder 32, ABHD4 inh -4, HTRA1 inhibitor -44, PRMT1 inh 3, TDP2 absorb -23, PG9 binder -2.6, NR1D1 modulator -1, TCR CD3 inh 5, LEDGF integ inh 4 and SIAE inh -19.
`Cc1cc(Nc2cc(Cl)cc(Cl)c2)cc(=O)n1-c1cc(Cl)cc(Cl)c1` gave rCAG RNA binder 6, ABHD4 inh -3, PRMT1 inh -1, TDP2 absorb -6, PG9 binder -0.1, NR1D1 modulator -11, TCR CD3 inh -1, LEDGF integ inh 2 and SIAE inh -14.
For O=C(c1cccc(C(F)(F)F)c1)N1CCc2c([nH]c3ccccc23)C1C(F)(F)F (stereo not given) the results were rCAG RNA binder -4, ABHD4 inh -29, HTRA1 inhibitor -27, PRMT1 inh -1, TDP2 absorb -6, PG9 binder 1.3, NR1D1 modulator 0, TCR CD3 inh 6, LEDGF integ inh 0 and SIAE inh -4.
COc1ccc(C(=O)Oc2ccc3c(C)cc(=O)oc3c2C(C)=O)cc1 was read as rCAG RNA binder 3, ABHD4 inh 0, HTRA1 inhibitor -3, PRMT1 inh 1, TDP2 absorb -5, PG9 binder -2.0, NR1D1 modulator -5, TCR CD3 inh -2, LEDGF integ inh 2 and SIAE inh 17*.
Screening CC(=O)c1ccc(NC(=O)CS(=O)(=O)c2cn(CC(=O)N3CCOCC3)c3ccccc23)cc1 returned rCAG RNA binder 3, ABHD4 inh 0, HTRA1 inhibitor -3, PRMT1 inh 2, TDP2 absorb -4, PG9 binder -1.4, NR1D1 modulator 5, TCR CD3 inh 10, LEDGF integ inh 1 and SIAE inh -2.
CCOc1cc(N2CCOCC2)c(OCC)cc1NC(=O)c1cccc(S(=O)(=O)N2CC(C)OC(C)C2)c1 (stereo not given) was read as rCAG RNA binder 1, ABHD4 inh -4, HTRA1 inhibitor 5, PRMT1 inh -1, TDP2 absorb -6, PG9 binder -2.5, NR1D1 modulator -3, TCR CD3 inh 4, LEDGF integ inh 4 and SIAE inh 1.
For C=CCOC(=O)C1=C(C)OC(N)=C(C#N)C1c1ccc(F)cc1 (stereo not given) the results were rCAG RNA binder -1, ABHD4 inh -2, HTRA1 inhibitor -7, PRMT1 inh 3, TDP2 absorb 8, PG9 binder -0.1, NR1D1 modulator 6, TCR CD3 inh 2, LEDGF integ inh -1 and SIAE inh -1.
C=CCn1c(N)cc(=O)nc1SCC(=O)Nc1ccc2ccccc2c1 was read as rCAG RNA binder 6, ABHD4 inh -4, HTRA1 inhibitor -6, PRMT1 inh 1, TDP2 absorb 0, PG9 binder -0.7, NR1D1 modulator 1, TCR CD3 inh -3, LEDGF integ inh 0 and SIAE inh -5.
CCOc1ccc(-c2nnn(CC(=O)N3CCN(c4ccc(F)cc4)CC3)n2)cc1OCC was read as rCAG RNA binder -3, ABHD4 inh -6, HTRA1 inhibitor -1, PRMT1 inh 2, TDP2 absorb 2, PG9 binder -0.9, NR1D1 modulator 3, TCR CD3 inh 3, LEDGF integ inh -1 and SIAE inh 1.
For COc1ccc(N2CCN(C(=O)COC(=O)CCS(=O)(=O)c3ccc(C)cc3)CC2)cc1 the results were rCAG RNA binder -6, ABHD4 inh -3, HTRA1 inhibitor 1, PRMT1 inh -5, TDP2 absorb -19, PG9 binder -1.8, NR1D1 modulator 7, TCR CD3 inh -4, LEDGF integ inh 2 and SIAE inh -7.
CCN(CC)CC(O)COc1ccc2c(c1)c(C(C)=O)c(C)n2-c1ccccc1 (stereo not given) was read as rCAG RNA binder 2, ABHD4 inh 2, HTRA1 inhibitor -7, PRMT1 inh -2, TDP2 absorb 0, PG9 binder 0.6, NR1D1 modulator 1, TCR CD3 inh -2, LEDGF integ inh -1 and SIAE inh -7.
O=S(=O)(Nc1ccc(S(=O)(=O)N2CCOCC2)cc1)c1ccc(Br)cc1 was read as rCAG RNA binder 18, ABHD4 inh 1, HTRA1 inhibitor -2, PRMT1 inh 2, TDP2 absorb -1, PG9 binder 1.3, NR1D1 modulator 3, TCR CD3 inh -7, LEDGF integ inh 2 and SIAE inh -4.
Screening CCN(CC)S(=O)(=O)c1cc(NC(=O)C(C)N2CCc3ccccc32)ccc1C (stereo not given) returned rCAG RNA binder 3, ABHD4 inh -2, HTRA1 inhibitor -11, PRMT1 inh -4, TDP2 absorb -16, PG9 binder 0.3, NR1D1 modulator 6, TCR CD3 inh 2, LEDGF integ inh 6 and SIAE inh 17.
For CCC(C)NC(=O)c1ccc2c(c1)N(Cc1ccccc1)C(=O)CS2 (stereo not given) the results were rCAG RNA binder -5, ABHD4 inh -17, HTRA1 inhibitor -9, PRMT1 inh 11, TDP2 absorb -19, PG9 binder 0.0, NR1D1 modulator 4, TCR CD3 inh -11, LEDGF integ inh -3 and SIAE inh -13.
Screening O=C(NCCCn1ccnc1)C1c2ccccc2Oc2ccccc21 returned rCAG RNA binder 0, ABHD4 inh -6, HTRA1 inhibitor 4, PRMT1 inh 1, TDP2 absorb 5, PG9 binder -0.3, NR1D1 modulator 1, TCR CD3 inh 9, LEDGF integ inh 0 and SIAE inh 0.
`CC(C)(C)OC(=O)[C@H](Cc1ccccc1)NC(=O)c1nc[nH]c1C(=O)NC1CCN(C(=O)OC(C)(C)C)CC1` gave rCAG RNA binder -2, ABHD4 inh -20, HTRA1 inhibitor -41, PRMT1 inh 0, TDP2 absorb -16, PG9 binder 1.5, NR1D1 modulator 2, TCR CD3 inh 2, LEDGF integ inh 1 and SIAE inh -6.
For CCN(c1ccccc1)S(=O)(=O)c1ccc(N2CCN(c3ccc(OC)cc3)CC2)nc1 the results were rCAG RNA binder 2, ABHD4 inh -3, HTRA1 inhibitor -5, PRMT1 inh -1, TDP2 absorb -11, PG9 binder -0.6, NR1D1 modulator 11, TCR CD3 inh -1, LEDGF integ inh 6 and SIAE inh 15.
`Cc1ccc2c(c1)N(C(=O)CCC(=O)NCCN1CCOCC1)CCO2` gave rCAG RNA binder 1, ABHD4 inh 7, HTRA1 inhibitor 3, PRMT1 inh 2, TDP2 absorb 2, PG9 binder -0.6, NR1D1 modulator -4, TCR CD3 inh -7, LEDGF integ inh -1 and SIAE inh 6.
Screening COc1ccc(CNS(=O)(=O)CCNC(=O)c2cccc(OC)c2)cc1 returned rCAG RNA binder -6, ABHD4 inh 4, HTRA1 inhibitor 1, PRMT1 inh -1, TDP2 absorb 6, PG9 binder 3.2, NR1D1 modulator -2, TCR CD3 inh -6, LEDGF integ inh 0 and SIAE inh 6.
Screening COc1ccccc1NC(=O)Cc1c(F)cccc1Cl returned rCAG RNA binder 1, ABHD4 inh -9, HTRA1 inhibitor 19, PRMT1 inh 2, TDP2 absorb -8, PG9 binder 1.5, NR1D1 modulator 2, TCR CD3 inh -8, LEDGF integ inh 4 and SIAE inh -2.
For CS(=O)(=O)c1ccc(Cl)c(NC(=O)Cc2c(F)cccc2Cl)c1 the results were rCAG RNA binder -2, ABHD4 inh 1, HTRA1 inhibitor 5, PRMT1 inh 4, TDP2 absorb -8, PG9 binder 2.0, NR1D1 modulator 1, TCR CD3 inh -2, LEDGF integ inh -7 and SIAE inh -2.
`COCCCn1c(C23CC4CC(CC(C4)C2)C3)n[nH]c1=S` gave rCAG RNA binder -3, ABHD4 inh -4, HTRA1 inhibitor 0, PRMT1 inh 2, TDP2 absorb 15, PG9 binder 0.9, NR1D1 modulator 2, TCR CD3 inh 5, LEDGF integ inh -4 and SIAE inh 8.

An excerpt from above in order of heavy-atom count, ascending.
`COCCCn1c(C23CC4CC(CC(C4)C2)C3)n[nH]c1=S` gave rCAG RNA binder -3, ABHD4 inh -4, HTRA1 inhibitor 0, PRMT1 inh 2, TDP2 absorb 15, PG9 binder 0.9, NR1D1 modulator 2, TCR CD3 inh 5, LEDGF integ inh -4 and SIAE inh 8.
For CS(=O)(=O)c1ccc(Cl)c(NC(=O)Cc2c(F)cccc2Cl)c1 the results were rCAG RNA binder -2, ABHD4 inh 1, HTRA1 inhibitor 5, PRMT1 inh 4, TDP2 absorb -8, PG9 binder 2.0, NR1D1 modulator 1, TCR CD3 inh -2, LEDGF integ inh -7 and SIAE inh -2.
For CCC(C)NC(=O)c1ccc2c(c1)N(Cc1ccccc1)C(=O)CS2 (stereo not given) the results were rCAG RNA binder -5, ABHD4 inh -17, HTRA1 inhibitor -9, PRMT1 inh 11, TDP2 absorb -19, PG9 binder 0.0, NR1D1 modulator 4, TCR CD3 inh -11, LEDGF integ inh -3 and SIAE inh -13.
Screening COc1ccc(CNS(=O)(=O)CCNC(=O)c2cccc(OC)c2)cc1 returned rCAG RNA binder -6, ABHD4 inh 4, HTRA1 inhibitor 1, PRMT1 inh -1, TDP2 absorb 6, PG9 binder 3.2, NR1D1 modulator -2, TCR CD3 inh -6, LEDGF integ inh 0 and SIAE inh 6.
`CC(C)(C)OC(=O)[C@H](Cc1ccccc1)NC(=O)c1nc[nH]c1C(=O)NC1CCN(C(=O)OC(C)(C)C)CC1` gave rCAG RNA binder -2, ABHD4 inh -20, HTRA1 inhibitor -41, PRMT1 inh 0, TDP2 absorb -16, PG9 binder 1.5, NR1D1 modulator 2, TCR CD3 inh 2, LEDGF integ inh 1 and SIAE inh -6.
